# TNAP inh hi DEA: blocks human TNAP under high phosphate acceptor concentration | inhibition, % at 20 µM | AID 1135 | purified TNAP, CDP-star luminescence, 1 M DEA | P05186 | 200,000 compounds, 0.03% hits;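 active = over 50% inhibition of tissue-nonspecific alkaline phosphatase at 20 µM in the single-dose screen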;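 note: plate controls were DMSO wells for no effect and EDTA-quenched wells as full inhibition for full effect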
# Target sequence (P05186 whole entry, looked up): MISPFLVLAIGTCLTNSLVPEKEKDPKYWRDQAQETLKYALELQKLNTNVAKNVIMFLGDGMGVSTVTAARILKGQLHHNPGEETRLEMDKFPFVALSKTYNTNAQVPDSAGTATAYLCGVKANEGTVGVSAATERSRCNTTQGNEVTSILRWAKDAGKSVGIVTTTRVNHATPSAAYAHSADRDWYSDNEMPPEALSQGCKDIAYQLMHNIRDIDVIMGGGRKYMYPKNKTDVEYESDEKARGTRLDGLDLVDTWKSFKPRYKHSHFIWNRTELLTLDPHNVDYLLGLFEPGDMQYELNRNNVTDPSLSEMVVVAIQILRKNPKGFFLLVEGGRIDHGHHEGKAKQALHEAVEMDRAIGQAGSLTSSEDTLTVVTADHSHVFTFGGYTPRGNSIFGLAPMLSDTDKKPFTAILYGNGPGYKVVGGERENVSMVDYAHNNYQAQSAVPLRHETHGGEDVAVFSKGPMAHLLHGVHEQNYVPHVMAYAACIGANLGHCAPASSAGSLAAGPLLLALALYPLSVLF
# FLuc inhib CS: inhibits firefly luciferase, flagging false hits in luciferase inhibition screens; P08659; 200,000 compounds, 1.5% hits; ATPLite firefly luciferase biochemical luminescence, 10 min; inhibition, % at 10 µM;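 active = inhibition above about 50% when tested at 10 µM, limit read from the data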
# Target sequence (P08659 whole entry, looked up): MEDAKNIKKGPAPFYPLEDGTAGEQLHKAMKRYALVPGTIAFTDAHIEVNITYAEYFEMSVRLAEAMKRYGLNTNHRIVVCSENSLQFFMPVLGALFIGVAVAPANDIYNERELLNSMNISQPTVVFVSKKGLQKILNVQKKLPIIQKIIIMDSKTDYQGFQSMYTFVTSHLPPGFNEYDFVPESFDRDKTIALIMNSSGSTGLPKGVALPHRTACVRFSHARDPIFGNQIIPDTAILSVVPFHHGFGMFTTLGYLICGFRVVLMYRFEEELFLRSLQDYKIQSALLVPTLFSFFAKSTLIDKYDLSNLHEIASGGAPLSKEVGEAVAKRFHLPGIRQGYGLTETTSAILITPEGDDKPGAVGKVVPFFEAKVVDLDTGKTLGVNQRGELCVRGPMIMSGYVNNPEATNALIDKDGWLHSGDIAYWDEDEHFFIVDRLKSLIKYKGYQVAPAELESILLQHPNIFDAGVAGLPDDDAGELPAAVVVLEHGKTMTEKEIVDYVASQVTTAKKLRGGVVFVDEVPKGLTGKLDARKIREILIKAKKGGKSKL
# RAM inhibit: blocks the yeast RAM network; S. cerevisiae dse1pr::URA3 reporter, 5-FOA growth OD615, 2 d; analog-sensitive cbk1-as2 kinase mutant strain; inhibition, % at 50 µM; 190,000 compounds, 1.8% hits;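 active = inhibition above a set limit, 3 SD over mean compound inhibition, cut at about 8.4% in these data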;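 note: 0% = DMSO-only wells with no growth and 100% = 10 µM 1-NA-PP1 full growth; inhibition rescues growth on 5-FOA so higher OD means more RAM inhibition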
# TNAP act hiacc: activators of human TNAP at high phosphate acceptor concentration | P05186 | purified TNAP, CDP-star luminescence, 1 M DEA, 30 min; active compounds read high; 0 = EDTA background, 1 = DMSO-only activity | activation factor at 20 µM | 200,000 tested, under 10 active;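 active = activation factor at least 2 at 20 µM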
#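 Test system – human TNAP · Doses – 20 µM single point · Incubation – 30 min, room temperature · Signal – luminescent substrate turnover signal · Read-out basis – activation factor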
# bIAP act: increases bovine intestinal alkaline phosphatase activity; activation factor at 20 µM; purified bovine IAP, CDP-star luminescence, 30 min; active compounds read high; fold of DMSO-control signal, blank-subtracted; 200,000 compounds, 0.17% hits;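 active = activation factor of 2 or more at 20 µM, a signal rise over negative controls twice the positive control's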
# FLuc act counter: affects firefly luciferase, flagging false hits in luciferase stimulation screens; AID 1027; ATPlite luciferase biochemical, luminescence, 10 min; 0 = ATP-free wells, 1 = DMSO control; P08659; activation factor at 10 µM; 200,000 tested, under 10 active;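 active = luciferase activation factor, scaled between plate controls, of at least 2 with compound at 10 µM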
#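 Material: Luciferase/luciferin reagent mix | Doses: Test compounds dosed from 2 mM stocks in 100% DMSO | Timing: 10 min incubation after luciferase reagent addition, room temperature | Measured by: Luminescence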
# TNAP inh noacc: blocks human TNAP activity with no phosphate acceptor present; P05186; 200,000 compounds, 0.26% hits; inhibition, % at 20 µM; purified TNAP, CDP-star luminescence, 30 min;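 active = tissue-nonspecific alkaline phosphatase inhibition above about 50% at 20 µM in the single-dose screen, limit read from the data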;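 note: 0% = DMSO negative control and 100% = EDTA positive control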
# L major viab: inhibitors of Leishmania major promastigote growth; 200,000 compounds, 9% hits; inhibition, % at 10 µM; AID 1063; Leishmania major promastigotes, resazurin fluorescence viability; in the data active = inhibition above about 50%;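 note: promastigotes grown with compound for 44 hours at 28 °C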
# APP 5UTR inh: APP translation inhibition | SH-SY5Y APP 5'UTR-luciferase reporter, luminescence | inhibition, % at 2 µM | 190,000 compounds, 0.82% hits | AID 1285;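 active = inhibition above a set limit, derived from the sample mean plus 3 SD, cut at about 45% in these data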; note: values of inactives mirror those of a sister screen read the other way
# bIAP inhibitor: intestinal alkaline phosphatase (bovine) inhibition | purified bovine IAP, CDP-star luminescence, 30 min | inhibition, % at 20 µM | 190,000 tested, under 10 active;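 active = over 50% inhibition of intestinal alkaline phosphatase at 20 µM in the single-dose screen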
#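 System: Purified bovine intestinal alkaline phosphatase (IAP) enzyme | Input: IAP diluted 1/65,000,000 in the well | Also added: CDP-star chemiluminescent phosphatase substrate, 30 µM final | Dosing: 20 µM single dose | Times: Enzyme reaction for 30 min at room temperature | Detection: Luminescence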
# * marks the source's active call; other numbers are inactive results; . = no result given. Random draw from the library; 13% or so of the library scored in one or more.
Molecule,TNAP inh hi DEA,FLuc inhib CS,RAM inhibit,TNAP act hiacc,bIAP act,FLuc act counter,TNAP inh noacc,L major viab,APP 5UTR inh,bIAP inhibitor
Cn1c(CCN2CCCCC2)nc2cc(NC(=O)Nc3ccccc3)ccc21,-8.0,-5.6,0.8,1.1,1.7,1.1,-9.0,4.6,-2.2,-73.9
COc1cc(C(C(=O)NCc2ccccc2)N(Cc2ccco2)C(=O)c2cnccn2)cc(OC)c1OC (stereo not given),-2.9,-3.2,1.1,1,1.2,1,-5.1,-2.2,13.8,-16.7
O=C(NCCN1C(=O)C2C3C=CC(C3)C2C1=O)Nc1ccccn1 (stereo not given),-3.1,-4.7,.,1,0.9,1,-15.3,.,.,11.9
CCOc1ccc(S(=O)(=O)N(C)c2ccc(OCC(=O)Nc3nccs3)cc2)cc1,-2.5,-0.3,1.3,1,1,1,-10.6,27.1,-9.6,3.6
COc1cccc(NC(=O)CSc2nc(N)cc(N)n2)c1,-3.6,-3.2,2.6,1,0.9,1,-10.4,6.3,-18.6,10.0
CCOC(=O)C1CCN(C(c2ccc(OC)c(OC)c2)c2sc3nc(C)nn3c2O)CC1 (stereo not given),-1.0,-7.4,1.7,1,1.1,1.1,-5.9,-7.4,0.4,-9.9
CCN1CCN(CCCOc2ccc(-c3ccccc3)cc2)CC1,0.7,3.0,-0.2,1,1,1,-6.0,98.5*,-24.9,4.7
COc1ccc(CCN(C)Cc2ccc(OC)c(OCc3ccccc3)c2)cc1OC,-6.9,-4.7,0.7,1.1,1.1,1,-9.4,5.1,-5.7,-6.7
Cc1cc(-c2ccn[nH]2)c(C)s1,-5.1,-4.7,-0.2,1.1,0.8,1,-9.5,-3.2,-0.6,16.0
Cc1ccccc1CN1CCNC1=O,1.2,0.8,0.9,1,1,1,-5.3,-5.4,11.1,2.6

# Filtered by structure, the entries above with nitrogen in an aromatic ring (7)
Molecule,TNAP inh hi DEA,FLuc inhib CS,RAM inhibit,TNAP act hiacc,bIAP act,FLuc act counter,TNAP inh noacc,L major viab,APP 5UTR inh,bIAP inhibitor
Cn1c(CCN2CCCCC2)nc2cc(NC(=O)Nc3ccccc3)ccc21,-8.0,-5.6,0.8,1.1,1.7,1.1,-9.0,4.6,-2.2,-73.9
COc1cc(C(C(=O)NCc2ccccc2)N(Cc2ccco2)C(=O)c2cnccn2)cc(OC)c1OC (stereo not given),-2.9,-3.2,1.1,1,1.2,1,-5.1,-2.2,13.8,-16.7
O=C(NCCN1C(=O)C2C3C=CC(C3)C2C1=O)Nc1ccccn1 (stereo not given),-3.1,-4.7,.,1,0.9,1,-15.3,.,.,11.9
CCOc1ccc(S(=O)(=O)N(C)c2ccc(OCC(=O)Nc3nccs3)cc2)cc1,-2.5,-0.3,1.3,1,1,1,-10.6,27.1,-9.6,3.6
COc1cccc(NC(=O)CSc2nc(N)cc(N)n2)c1,-3.6,-3.2,2.6,1,0.9,1,-10.4,6.3,-18.6,10.0
CCOC(=O)C1CCN(C(c2ccc(OC)c(OC)c2)c2sc3nc(C)nn3c2O)CC1 (stereo not given),-1.0,-7.4,1.7,1,1.1,1.1,-5.9,-7.4,0.4,-9.9
Cc1cc(-c2ccn[nH]2)c(C)s1,-5.1,-4.7,-0.2,1.1,0.8,1,-9.5,-3.2,-0.6,16.0

# Returning to the listing with the two entries that preceded the break.
Molecule,TNAP inh hi DEA,FLuc inhib CS,RAM inhibit,TNAP act hiacc,bIAP act,FLuc act counter,TNAP inh noacc,L major viab,APP 5UTR inh,bIAP inhibitor
Cc1cc(-c2ccn[nH]2)c(C)s1,-5.1,-4.7,-0.2,1.1,0.8,1,-9.5,-3.2,-0.6,16.0
Cc1ccccc1CN1CCNC1=O,1.2,0.8,0.9,1,1,1,-5.3,-5.4,11.1,2.6
CCc1ccccc1OCCCOc1ccc(OC)cc1,-4.5,-3.4,-0.1,1,0.9,1,-3.8,-1.9,7.5,8.1
O=[N+]([O-])c1cccc(/C=N/Nc2nnc(-c3ccccc3)c(-c3ccccc3)n2)c1,1.1,-10.5,3.5,1,1.1,1.1,7.4,-4.1,7.6,-14.5
c1ccc(CCCNc2ncccn2)cc1,-3.7,6.2,1.6,1,0.9,0.9,-6.1,-6.7,-4.3,5.7
CCOc1ccc(Cl)cc1S(=O)(=O)N1CCN(c2ccc(F)cc2)CC1,-5.6,-7.0,9.0*,1.1,0.8,1.1,-3.2,2.9,-20.9,24.9
COc1ccc(-n2c(O)c(/C=N/NS(=O)(=O)c3ccc(C)cc3)c3ccccc3c2=O)cc1OC,-4.7,-6.3,3.0,1,1.2,1.1,-189.9,-2.1,8.4,-20.5
COCCN(C(=O)Cc1cccs1)c1nnc(-c2cccnc2)s1,-8.8,-12.0,3.1,1.1,1,1.1,-4.5,-1.3,-0.4,0.8
CCC(=O)Oc1oc(-c2ccccc2)nc1C=Nc1ccccc1OC,-5.1,-1.2,1.3,1.1,0.9,1,-11.2,-6.0,-13.7,6.4
CCN(CC)S(=O)(=O)c1ccc(S(=O)(=O)Nc2ccc3c(c2)oc2ccccc23)cc1,-4.6,-5.8,4.4,1,1.1,1.1,-5.6,-0.1,.,-5.4
O=C(Cc1ccc(F)cc1)N/N=C/c1ccncc1,-4.0,-2.4,1.6,1,0.9,1,-9.6,-6.7,21.9,14.2
COc1cc2oc(=O)c(Br)c(C)c2c(OC)c1OC,-4.6,-3.1,3.6,1,1,1,-4.6,8.6,-5.0,4.5
Cc1ccc(NC(=S)Nc2cccc(S(=O)(=O)Nc3c(C)n(C)n(-c4ccccc4)c3=O)c2)cc1,1.5,-0.3,2.2,1,0.9,1,-4.5,6.9,-15.4,7.6
CCOC(=O)C1=C(C)NC2=C(C(=O)C(C(=O)OCC)C(c3ccco3)C2)C1c1ccccn1 (stereo not given),-1.9,-7.9,-0.3,1,1,1.1,-11.8,1.1,-13.1,-2.4
Cc1cccc(OCC(=O)NCC(=O)N/N=C/c2ccc([N+](=O)[O-])cc2)c1,0.8,-6.1,3.2,1,1,1.1,-8.0,8.0,-3.2,4.3
CCOC(=O)Cc1csc(NC(=O)c2sc3nc4c(C)cc(C)cc4cc3c2N)n1,2.5,2.9,4.3,1,0.8,1,3.2,-3.2,-3.7,24.6
COc1ccc(NC(=O)C(CC(C)C)NS(=O)(=O)c2ccc3c(c2)CCN3C(C)=O)cc1OC (stereo not given),-6.6,-5.2,1.8,1.1,0.9,1.1,-19.8,-0.3,-1.9,6.5
Cc1cc2c(cc(C(=O)O)n2C)s1,-0.7,-5.3,-1.1,1,0.9,1.1,-9.0,-6.7,-12.0,9.7
CCOC(=O)CN1CC23C=CC(O2)C(C(=O)Nc2ccc(F)c(C)c2)C3C1=O (stereo not given),-6.6,-5.4,1.6,1.1,1,1.1,-13.9,-2.7,10.7,4.0
CC1CCCCC1NC(=O)c1cc2ccccc2o1 (stereo not given),-0.8,0.3,0.7,1,1,1,-16.1,7.0,-9.8,-3.1
CN(C)S(=O)(=O)N1CCN(c2ccccc2)CC1,-0.5,-2.4,-0.2,1,0.9,1,-16.2,-7.4,0.0,8.1
Cc1nnc(SCC(=O)N2CCCCC2)s1,3.9,3.0,0.8,1,1,1,-0.7,-9.4,-8.9,-0.2
CON(C)c1nc(OCC#N)nc(N(C)C)n1,0.6,-3.3,1.5,1,0.9,1,7.6,-6.2,11.2,10.0
CC(O)CNc1cc(N)c([N+](=O)[O-])cc1[N+](=O)[O-] (stereo not given),10.7,-4.3,1.9,0.9,1.1,1,8.2,5.3,-8.7,-6.6
Cc1cc(C)nc(N2CCCC(C(=O)NCc3ccccc3F)C2)n1 (stereo not given),-6.6,-4.1,0.1,1.1,0.9,1,-11.8,0.2,-1.3,5.6
O=[N+]([O-])c1cnccc1Nc1ccccc1,-4.3,-5.4,0.3,1,0.8,1.1,-3.1,0.1,0.3,18.4
CCCN1C(=O)C(O)(C/C(C)=N/O)c2ccccc21 (stereo not given),-4.0,-5.2,1.8,1,0.9,1.1,-6.9,-2.9,0.4,5.1
CC(=O)OCN(C#N)c1nc(N(C)C)nc(N(C)C)n1,-8.1,-10.0,-0.1,1.1,1,1.1,-7.9,-0.4,7.5,4.4
COc1ccc(Cc2nnc(NC(=O)CSc3ccc(C)cc3)s2)cc1OC,-0.8,-0.5,2.2,1,1.1,1,-7.1,-4.6,-9.1,-11.0
C=C1c2cc(CC)ccc2NC(=O)N1c1ccc(C)cc1,-5.3,-4.0,2.3,1.1,0.9,1,-18.1,12.2,8.1,12.0
CCNC(=O)CC1SC(=Nc2cccc3ccccc23)N(C)C1=O (stereo not given),0.4,0.4,2.2,1,1.4,1,-5.4,-6.3,-4.2,-41.5
Cc1cc(C)c(NC(=O)CSc2nnc(Cc3cccn3C)n2-c2ccc(F)cc2)c(C)c1,0.8,-7.3,4.4,1,1.2,1.1,-9.9,6.9,-9.9,-18.0
O=C(Nc1ccccc1)c1[nH]ncc1[N+](=O)[O-],-0.8,-7.1,0.0,1,1,1.1,-10.9,-2.5,2.6,-4.4
Cc1cc(C(=O)COC(=O)c2ccc(CO)cc2)c(C)n1CC1COc2ccccc2O1 (stereo not given),-4.8,-3.2,3.1,1,1.1,1,-5.0,54.5*,7.4,-9.3
Cc1cc(NC(=O)c2ccc(-c3ccccc3F)o2)no1,-3.2,9.5,3.5,1,0.9,0.9,-14.5,9.6,-57.9,6.0
O=C1NC(=S)N/C1=C\c1ccc(N2CCOCC2)cc1,6.5,78.4*,2.5,0.9,1,0.2,-23.9,2.2,-10.3,-4.1
CCCn1nnc(NC(=O)c2ccc(Br)o2)n1,0.6,1.0,0.9,1,0.9,1,4.2,-4.3,-13.6,11.4
CCc1c(C)nc2cc(-c3cc(OC)cc(OC)c3)nn2c1N1CCN(CCN2CCOCC2)CC1,-4.4,-6.6,2.2,1,1,1.1,-4.8,88.4*,6.2,0.8
CCOc1ccc(N(CC(=O)Nc2nccs2)S(=O)(=O)c2c(C)[nH]c(=O)[nH]c2=O)cc1,-4.6,0.1,0.4,1,1.1,1,-11.5,-8.7,-4.7,-10.3
COc1cccc(OCC(O)CN(CCO)Cc2ccccc2)c1 (stereo not given),-6.1,-6.5,1.5,1.1,1,1.1,-10.7,24.7,3.0,4.5
O=C(Nc1ccc(NC(=O)c2ccco2)nc1)c1ccco1,-1.5,84.0*,-1.4,1,0.9,0.2,-11.7,-3.4,-164.2,9.9
CC(CN1CCOCC1)OC(=O)c1ccccc1Br (stereo not given),-3.2,1.9,0.5,1,1.1,1,-6.0,-2.0,18.8,-6.0
COC(=O)c1scc(S(=O)(=O)c2ccccc2)c1N,-3.2,-2.4,3.7,1,1,1,-11.5,-3.2,-16.3,2.2
Cc1cccc(C(=O)Nc2oc(-c3ccccc3)cc2C#N)c1,-1.6,-3.2,1.6,1,1,1,-19.6,25.5,2.7,0.5
C=CCc1cc(Cl)ccc1OCCOCCN(C)C,-0.7,-4.2,-0.1,1,1,1,-2.5,100.1*,1.8,3.0

# Bioassay records (PubChem BioAssay)
